# TAAR1 antagonist = human TAAR1 antagonists, primary screen, Fluo-8 calcium fluorescence, CHO RD-HGA16 cells. antagonist. inhibition, % at 3 µM. 1.5% of 360,000 active;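 active means inhibition above a per-plate cutoff, the mean inhibition of test compounds on that plate plus 3 SD, cut at about 49% in these data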;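 further: 0% = DMSO plus EC80 beta-PEA response and 100% = DMSO alone without agonist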
# Target sequence (Q96RJ0 whole entry, looked up): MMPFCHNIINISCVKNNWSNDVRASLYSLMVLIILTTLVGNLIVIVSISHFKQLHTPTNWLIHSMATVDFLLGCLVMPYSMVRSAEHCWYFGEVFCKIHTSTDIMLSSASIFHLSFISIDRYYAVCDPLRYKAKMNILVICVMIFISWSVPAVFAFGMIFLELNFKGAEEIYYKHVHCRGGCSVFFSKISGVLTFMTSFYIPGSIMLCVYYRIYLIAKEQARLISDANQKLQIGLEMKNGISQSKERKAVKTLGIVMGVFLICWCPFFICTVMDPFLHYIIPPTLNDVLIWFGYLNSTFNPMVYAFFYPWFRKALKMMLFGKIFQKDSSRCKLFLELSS
#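 System: CHO RD-HGA16 cells bearing hTAAR1. Reagent: EC80 β-phenethylamine stimulus. Schedule: seeding 17-24 h prior, 75-min 37 °C, 30-min RT dye loading. Signal: Fluo-8 intracellular calcium dye fluorescence, real-time kinetic reads. Read-out: % inhibition from peak post-agonist over basal fluorescence ratio. Benchmarks: vehicle wells and EC80 agonist wells. Replicates: n of 1.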
# TAAR1 ag = human TAAR1 agonists, primary screen, Fluo-8 calcium fluorescence, CHO RD-HGA16 cells; Trace amine-associated receptor 1 (Homo sapiens), Q96RJ0; vehicle wells 0%, saturating PEA agonist 100%; activation, % at 3 µM; 0.99% of 360,000 active;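 active means activation above the mean activation of all test compounds in the run plus 3 SD, cut at about 38% in these data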
#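 System: CHO-derived RD-HGA16 cells with stable Gα16 and human TAAR1 / Times: 17-24 h plating, Fluo-8 75 min 37 °C, 30 min RT / Technique: calcium-sensitive Fluo-8 signal, excitation 470-495, emission 515-575 nm / Measure: % activation relative to PEA EC100 response / Benchmarks: DMSO and PEA EC100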
# CHO-K1 Ca antag = M1 antagonist counterscreen hit in parental CHO-K1 cells | AID 602250 | ATP-induced calcium, Fluo-8 fluorescence | inhibition, % at 3 µM | 0.6% of 360,000 active;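 active means inhibition above a per-plate cutoff, the plate's mean sample inhibition plus 3 SD, cut at about 24% in these data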;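 further: 0% = DMSO plus EC80 ATP and 100% = DMSO alone without ATP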
# M1 PAM parental = nonselective calcium activators in parental CHO-K1 cells, primary screen, counter-screen for M1 PAM project, cell-based, Fluo-8 calcium fluorescence, full deck, 1536-well; ATP EC20; 0% at ATP EC20, 100% at ATP max; activation, % at 3 µM; 0.02% of 360,000 active; AID 602247, 2012;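 active means activation above the run cutoff, the mean activation of all test compounds plus 3 SD, cut at about 40% in these data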;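 further: peak over basal fluorescence ratio in a 140 s read after ATP addition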
# M1 ag parental = counter-screen for M1 agonists: effect in parental CHO-K1 cells | activation, % at 3 µM | Fluo-8 calcium fluorescence; scaled to maximal ATP response, vehicle zero | 0.48% of 360,000 active; in the data active means activation above about 15%;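 further: untransfected CHO-K1 host cells lacking M1 receptor as counterscreen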
# CHRM1 agonist = human M1 muscarinic receptor agonists, primary screen, Fluo-8 calcium fluorescence, CHO-K1 cells, HTS; AID 588814, 2011; activation, % at 3 µM; CHO-K1 hM1, agonist mode; 0% DMSO, 100% acetylcholine EC100; Muscarinic acetylcholine receptor M1 (Homo sapiens), P11229; 0.33% of 360,000 active;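 active means activation above the run's mean compound activation plus 3 SD, cut at about 16% in these data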;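 further: peak over basal fluorescence ratio within a 140 s kinetic read after compound addition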
# Target sequence (P11229 whole entry, looked up): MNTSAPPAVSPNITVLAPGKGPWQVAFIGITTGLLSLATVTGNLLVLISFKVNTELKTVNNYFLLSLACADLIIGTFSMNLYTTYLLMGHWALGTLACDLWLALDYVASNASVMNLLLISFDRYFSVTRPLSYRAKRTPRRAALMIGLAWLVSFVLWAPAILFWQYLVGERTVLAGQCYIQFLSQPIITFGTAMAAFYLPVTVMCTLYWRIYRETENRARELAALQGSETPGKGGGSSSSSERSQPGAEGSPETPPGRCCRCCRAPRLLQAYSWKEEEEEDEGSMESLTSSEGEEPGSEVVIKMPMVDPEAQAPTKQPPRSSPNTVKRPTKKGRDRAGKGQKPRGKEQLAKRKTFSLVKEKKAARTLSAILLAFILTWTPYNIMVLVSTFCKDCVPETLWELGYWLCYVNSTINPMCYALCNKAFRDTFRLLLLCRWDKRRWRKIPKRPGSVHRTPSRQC
# CHO parental Ca = ATP-evoked calcium signal inhibitors, parental CHO, primary screen, counter-screen for OX1R antagonist project, cell-based, fluorescence, Fluo-8 calcium dye | 0.63% of 330,000 active | inhibition, % at 5.6 µM | parental CHO-K1, ATP-induced calcium, Fluo-8 fluorescence | AID 463079, 2010;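 active means inhibition above that plate's mean sample inhibition plus 3 SD, cut at about 26% in these data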;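 further: 0% = ATP-challenged DMSO wells and 100% = DMSO wells without ATP; some compounds past the cut are filed as inactive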
#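 test system = CHO parental line | reagent = ATP stimulus | measured by = intracellular calcium via Fluo-8 no-wash fluorescent dye | control set = ATP and no-ATP DMSO wells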
# M1 antag = human M1 muscarinic receptor antagonists, primary screen, CHO-K1 cells, Fluo-8 calcium fluorescence, 1536-well; 1.3% of 360,000 active; Muscarinic acetylcholine receptor M1 (Homo sapiens), P11229; CHO-K1 hM1, ACh EC80 antagonist; inhibition, % at 3 µM;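 active means percent inhibition above its own plate's cutoff, namely the mean of that plate's compound wells plus 3 SD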;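 further: peak over basal fluorescence ratio during 140 s after agonist addition; 0% = ACh EC80 plus DMSO and 100% = DMSO alone without agonist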
# M1 PAM = human M1 muscarinic receptor positive allosteric modulators, primary screen, CHO-K1 cells, Fluo-8 calcium fluorescence, 1536-well; Muscarinic acetylcholine receptor M1 (Homo sapiens), P11229; CHO-K1 hM1, ACh EC20; 0% = ACh EC20, 100% = maximal ACh; activation, % at 3 µM; 0.088% of 360,000 active; AID 588819, 2011; in the data active means activation above about 19%, passing the limit was not always enough
# * = called active by the depositor; . = no result given.
1	CCCCNC(=O)C1CC(c2ccccc2[N+](=O)[O-])=NO1 (stereo not given)
2	O=C(COC(=O)c1cccc2c1C(=O)c1ccccc1C2=O)NC1CCCCC1
3	O=C(NCc1ccccc1Cl)C1CCN(S(=O)(=O)c2ccc(-n3cnnn3)cc2)CC1
4	COc1cc(/C=C(\C#N)C(N)=O)ccc1OCc1c(C)no[n+]1[O-]
5	Cc1ccc(-c2csc3ncnc(Oc4ccc5c(C)cc(=O)oc5c4)c23)cc1
6	N#CCSc1nnc(COc2cccc3ccccc23)n1-c1cccc(Cl)c1
7	O=C(CNC(=O)c1ccco1)N=Nc1c(O)[nH]c2ccc([N+](=O)[O-])cc12
8	O=C(Cn1c(C(F)(F)F)nc2ccccc21)c1ccc(F)cc1
assay / compound,1,2,3,4,5,6,7,8
TAAR1 antagonist,6,49*,20,-18,34,23,-3,1
TAAR1 ag,6,7,1,2,0,3,5,11
CHO-K1 Ca antag,-15,15,15,-12,-5,-4,-18,-12
M1 PAM parental,11,-2,-12,16,1,7,4,7
M1 ag parental,0.4,2.2,5.6,2.9,0.2,0.7,0.6,0.9
CHRM1 agonist,-5,-7,-6,-1,-5,-3,-3,-3
CHO parental Ca,3,-24,-1,1,-27,-16,2,-4
M1 antag,-4,17,-3,1,12,-10,-5,-9
M1 PAM,4,-19,0,1,-6,7,4,-8

9	CN1CCN(C(=O)CSc2nc(-c3ccncc3)ccc2C#N)CC1
10	CC(=O)Oc1ccc(-n2c(=O)c3ccccc3c3ccccc3c2=O)cc1
11	CN(CC(=O)Nc1ccccc1Cl)C(=O)COC(=O)CSc1ccc(F)cc1
12	CN(C)c1ccc(NC(=O)c2cccc(N3C(=O)C4C5C=CC(C5)C4C3=O)c2)cc1 (stereo not given)
13	CCCN(CCC)S(=O)(=O)c1ccc(C(=O)Nc2c(C)n(C)n(-c3ccccc3)c2=O)cc1
14	CCCCC(=O)Nc1ccc(C(=O)Nc2ccc(OC)cc2[N+](=O)[O-])cc1
15	Cc1ccc(NC(=O)c2ccccc2NS(=O)(=O)c2ccc(Cl)s2)cc1S(=O)(=O)N1CCOCC1
16	CC(OC(=O)C1CCCCC1)C(=O)Nc1ccc(S(N)(=O)=O)cc1 (stereo not given)
assay / compound,9,10,11,12,13,14,15,16
TAAR1 antagonist,-1,-14,-23,16,6,76*,18,6
TAAR1 ag,6,-1,1,4,9,99*,8,9
CHO-K1 Ca antag,19,6,14,-37,-15,6,22,-13
M1 PAM parental,-1,14,-30,-1,13,-9,0,-9
M1 ag parental,1.5,0.3,0.8,5.8,0.5,2.0,16*,-0.1
CHRM1 agonist,-4,-6,-1,2,-6,-2,-1,-2
CHO parental Ca,-21,-4,-17,-11,-1,27,1,10
M1 antag,26*,5,-12,1,39*,3,18,-10
M1 PAM,-10,7,10,-6,0,-4,-9,3

17	COc1cc(OC)c(OC)cc1CN1CCN(C(=O)c2cccc3ccccc23)CC1
18	Cn1c(CNC(=O)c2ccco2)nnc1SCC(=O)Nc1cccc(F)c1
19	CCc1cc2c(NCC3CCCO3)nc(C)nc2s1 (stereo not given)
20	COC(CN(C)C(=O)c1cn(C)c2ccc(S(=O)(=O)N(C)C3CCCCC3)cc2c1=O)OC
21	COc1cc(CN(C2CC2)S(=O)(=O)c2ccccc2Br)cc(OC)c1
22	COc1nc(NC(=O)c2ccc(F)cc2)nc(OC)c1-c1ccccc1
23	COc1cc(C)c(C(=O)Oc2cc(C)c(C(=O)O)c(O)c2)c(O)c1
24	Cc1ccc(S(=O)(=O)NCCC(=O)O)cc1
assay / compound,17,18,19,20,21,22,23,24
TAAR1 antagonist,-2,-16,4,0,38,-1,-2,11
TAAR1 ag,12,0,12,1,4,-1,0,10
CHO-K1 Ca antag,-2,-10,-6,-15,-17,-16,6,4
M1 PAM parental,-7,18,18,-4,33,14,0,12
M1 ag parental,1.7,0.7,1.5,0.8,2.0,0.8,0.2,1.2
CHRM1 agonist,-3,-2,-3,-1,3,-4,-5,1
CHO parental Ca,-10,2,-9,-6,-48,-12,-6,-7
M1 antag,-9,6,-9,-8,-2,-10,5,0
M1 PAM,16,0,12,7,-4,9,-7,8

# Continued, overlapping the part above by 4 compounds.
21	COc1cc(CN(C2CC2)S(=O)(=O)c2ccccc2Br)cc(OC)c1
22	COc1nc(NC(=O)c2ccc(F)cc2)nc(OC)c1-c1ccccc1
23	COc1cc(C)c(C(=O)Oc2cc(C)c(C(=O)O)c(O)c2)c(O)c1
24	Cc1ccc(S(=O)(=O)NCCC(=O)O)cc1
25	CN(c1ccc(C(=O)N2CCCCCC2)cc1)S(=O)(=O)c1ccc(Cl)cc1
26	Cn1cccc1C(=O)OCC(=O)Nc1cccc(S(=O)(=O)N2CCOCC2)c1
27	Cc1cc(C(O)c2ncc(-c3ccc(Oc4ccccc4)cc3)[nH]2)ccc1F (stereo not given)
28	O=C(c1ccc(N2CCOCC2)c([N+](=O)[O-])c1)N1CCN(S(=O)(=O)c2cccs2)CC1
29	COc1cccc(C(=O)NNC(=O)CCc2ccccc2)c1
30	CC(C)CCNC(=O)C(=O)NC1CCCC1
31	Fc1ccccc1/C=C/c1ccc2ccccc2n1
32	CC[C@@]1(C(=O)OC)N[C@H](CN(C)C(=O)Nc2ccc(C)cc2)[C@@H]2C(=O)N(C)C(=O)[C@@H]21
assay / compound,21,22,23,24,25,26,27,28,29,30,31,32
TAAR1 antagonist,38,-1,-2,11,6,-22,20,3,19,-2,-27,-10
TAAR1 ag,4,-1,0,10,7,4,-1,9,1,4,-2,3
CHO-K1 Ca antag,-17,-16,6,4,6,-11,8,-10,15,-5,-6,-23
M1 PAM parental,33,14,0,12,-15,9,6,15,-1,5,10,23
M1 ag parental,2.0,0.8,0.2,1.2,11,1.0,0.0,3.4,-0.3,-0.2,-0.3,0.9
CHRM1 agonist,3,-4,-5,1,1,-10,-3,-6,-3,-7,-4,-2
CHO parental Ca,-48,-12,-6,-7,6,-1,.,-4,5,-8,-26,-11
M1 antag,-2,-10,5,0,19,-8,-2,1,-5,-6,-4,4
M1 PAM,-4,9,-7,8,-12,6,-4,-1,14,7,6,0

# Molecules from the list above that contain two or more sulfur atoms, in the order listed:
15	Cc1ccc(NC(=O)c2ccccc2NS(=O)(=O)c2ccc(Cl)s2)cc1S(=O)(=O)N1CCOCC1
28	O=C(c1ccc(N2CCOCC2)c([N+](=O)[O-])c1)N1CCN(S(=O)(=O)c2cccs2)CC1
assay / compound,15,28
TAAR1 antagonist,18,3
TAAR1 ag,8,9
CHO-K1 Ca antag,22,-10
M1 PAM parental,0,15
M1 ag parental,16*,3.4
CHRM1 agonist,-1,-6
CHO parental Ca,1,-4
M1 antag,18,1
M1 PAM,-9,-1

# Continued:
33	COc1cccc(N(C(=O)CNC(=O)c2ccco2)C(C(=O)NC2CCCCC2)c2ccncc2)c1 (stereo not given)
34	CCCOc1ccc(N/C=C/C(=O)C(C)(C)C)cc1
35	C=CCC(C#N)(c1ccc(OC)c(OC)c1)c1cnccn1 (stereo not given)
36	CC(=O)c1ccc(OC(=O)CCc2nc3ccccc3s2)cc1
37	c1cncc(CNc2ncnc3ccc(-c4ccc5c(c4)OCO5)cc23)c1
38	COc1ccc([N+](=O)[O-])cc1N(CC(O)CN(C)C)S(=O)(=O)c1ccc(C)cc1 (stereo not given)
39	O=C(CSc1nnc(NC(=O)c2ccco2)s1)Nc1ccc(F)cc1
40	CCOc1ccc(C(=O)NCC(=O)OC(C)C(=O)NCc2ccco2)cc1OCC (stereo not given)
assay / compound,33,34,35,36,37,38,39,40
TAAR1 antagonist,4,-20,-8,7,-9,-12,-8,-8
TAAR1 ag,2,4,12,2,3,-1,3,4
CHO-K1 Ca antag,16,18,-8,-9,-19,-10,-12,-5
M1 PAM parental,-6,-12,11,18,11,12,-7,15
M1 ag parental,-0.2,-0.2,1.0,0.1,-1.2,0.1,-0.1,0.3
CHRM1 agonist,-2,-7,-3,-1,-6,-5,-4,-1
CHO parental Ca,-5,-4,-13,1,-19,-15,0,19
M1 antag,9,-6,3,-3,-6,-7,-5,-1
M1 PAM,-6,5,7,3,2,6,-1,12

41	Cc1cc(C)nc(Nc2ccccc2Br)n1
42	CCN(CC(=O)Nc1cccc(OC)c1)CC(=O)Nc1cccc2ccccc12
43	O=C(NCC1CCCO1)C(c1cccs1)N(Cc1ccccc1Cl)C(=O)c1ccc(-c2ccccc2)[nH]1 (stereo not given)
44	CN(C)C(CNS(=O)(=O)c1ccc(Br)cc1)c1cccnc1 (stereo not given)
45	CCOC(=O)c1ccc(CN2Cc3ccccc3C2=O)cc1
46	CC1(C)CC(N2CCCC2)=CC(=[N+]2CCCC2)C1
47	Cc1ccccc1Cn1c(=O)n(CCC(=O)NCc2ccc3c(c2)OCO3)c(=O)c2ccccc21
48	COc1ccc(-c2nc3cccc(C)n3c2NCc2ccco2)cc1OC
assay / compound,41,42,43,44,45,46,47,48
TAAR1 antagonist,3,14,-2,-11,3,-7,-8,11
TAAR1 ag,6,8,1,1,5,1,4,10
CHO-K1 Ca antag,5,-14,3,-5,4,12,-14,-10
M1 PAM parental,1,-12,-5,-6,20,-11,-9,14
M1 ag parental,0.2,3.1,0.0,-0.3,0.3,0.1,0.1,0.4
CHRM1 agonist,-2,-2,-1,-4,-1,-11,-3,-3
CHO parental Ca,-5,-24,-7,-10,-11,-6,-2,-31
M1 antag,-5,6,-11,-3,-1,20,-12,-22
M1 PAM,9,0,11,4,10,-10,7,1

49	COc1ccccc1C(CC(=O)O)NS(=O)(=O)c1ccc2c(c1)N(C(C)=O)CC(C)O2 (stereo not given)
50	O=C(CSc1nc2ccsc2c(=O)n1Cc1ccccc1)NCc1ccco1
51	Clc1ccc(Cn2ncc3c(NCc4ccccc4)ncnc32)cc1
52	c1ccc(C(c2ccccc2)c2noc(CN3CCN(CC4CC4)CC3)n2)cc1
53	CSc1[nH]c(=O)c(C(=O)O)cc1C#N
assay / compound,49,50,51,52,53
TAAR1 antagonist,-9,12,6,-11,13
TAAR1 ag,3,20,53*,-1,7
CHO-K1 Ca antag,-15,-33,-2,13,-4
M1 PAM parental,0,13,14,7,14
M1 ag parental,-0.1,3.3,2.7,0.1,0.2
CHRM1 agonist,0,-3,5,-8,-1
CHO parental Ca,-16,-13,-13,-17,3
M1 antag,-3,7,-3,94*,-9
M1 PAM,3,-5,3,-27,8
